High-throughput results (PubChem BioAssay)
B2AR arrestin: beta2AR (human) beta-arrestin recruitment activity. beta-arrestin recruitment to beta2AR, cell-based reporter. Potency, µM (doses to about 46.1 µM), for the others: top-dose activation, usual class: activators. 330,000 compounds, 0.02% hits;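 also: potency is read from the fitted curve at half-maximal effect; 0% = DMSO controls and full agonism = EC100 isoproterenol or metaproterenol; nearly all actives have a fitted effect of over 65% in size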
Target sequence (P07550 whole entry, looked up): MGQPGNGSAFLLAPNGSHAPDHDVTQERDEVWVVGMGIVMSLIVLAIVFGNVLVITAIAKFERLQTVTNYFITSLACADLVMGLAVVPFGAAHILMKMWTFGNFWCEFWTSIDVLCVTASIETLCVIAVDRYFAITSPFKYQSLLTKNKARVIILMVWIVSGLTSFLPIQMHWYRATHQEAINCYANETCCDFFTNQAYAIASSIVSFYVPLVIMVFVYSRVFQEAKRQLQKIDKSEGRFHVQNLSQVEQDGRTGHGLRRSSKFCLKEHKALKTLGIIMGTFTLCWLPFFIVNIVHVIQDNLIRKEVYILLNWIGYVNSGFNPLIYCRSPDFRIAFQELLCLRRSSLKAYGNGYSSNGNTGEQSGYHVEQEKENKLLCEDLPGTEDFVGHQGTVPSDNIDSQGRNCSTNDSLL
TRPV1 agonist: human TRPV1 agonism | Q8NER1 | 320,000 compounds, 0.19% hits | TRPV1-expressing cells, Fluo-8 calcium influx, agonist mode | activation, % at 8.33 µM; in the data active = activation above about 80%; inconclusive = between about 30% and that limit; also: 0% is about no effect
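Fluo-8 calcium influx in TRPV1-expressing cells, kinetic read (ex 480/em 520 nm). Compound added and read 3 min for agonist activity, followed by capsaicin at EC20 final and 2 min further read for enhancement.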
TCR act: activators of T cell receptors; primary human leukocytes, anti-CD3, IL-2 HTRF, 48 h; Potency, µM (doses to about 9.22 µM), without a hit: at the top dose activation of IL-2 secretion, usual class: activators; 330,000 tested, under 10 active; AID 504894; also: % of control where 0% means no effect
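IL-2 produced over 48 hr by a-CD3 bead-stimulated primary human leukocytes exposed to compounds was detected with a homogeneous time-resolved FRET immunoassay, 665nm acceptor signal after 320nm excitation.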
a7 integrin act: activators of alpha7 integrin expression for muscular dystrophy | alpha7betagal myoblasts, beta-gal FDG fluorescence, 48 h | Potency, µM (series often up to 38.3 µM), for inactives: at the top dose activation, usual class: activators | 350,000 compounds, 0.064% hits;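 also: potency is read from the fitted curve at half-maximal effect; 100% = response of the positive control SU9516; nearly all actives have a fitted effect of over 60% in size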
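alpha7betagal+/- myoblasts (passage 13, 250/well) treated 48 h at 37C with compounds at 1:260 dilution of DMSO stock. Lysed, then beta-galactosidase activity read as FDG fluorescence (ex 480/em 540) after 30 min, with pre-read for autofluorescence.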
ELG1 DNA repair: blocks ELG1-dependent DNA repair in HEK293T cells; Potency, µM (series often up to 46.1 µM), for inactives: at the top dose activity change, negative = inhibition, usual class: inhibitors; AID 504467; HEK293T ELG1-luciferase reporter, luminescence, 16 h; DNA damage induced by 5-fluorouridine; 330,000 compounds, 2.3% hits; also: potency is read from the fitted curve at half-maximal effect; % is scaled to controls: 0 for no effect and ±100 for the full control effect; nearly all actives have a fitted effect of over 55% in size
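Reporter activity after DNA damage by 5-fluorouridine is monitored. Compound-treated cells incubate 16 hr at 37 °C, then ONE-Glo is added for 30 min before luminescence reading.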
BRCA1 expr act: BRCA1 expression activation. MCF7-BRCA1-FFLuc reporter, luminescence, 48 h; response scale: scaled: vehicle 0%, 10 µM genistein 100%. Potency, µM (highest dose often 46.1 µM), for inactives: at the highest dose activation, usual class: activators. 380,000 compounds, 1.1% hits; also: potency is read from the fitted curve at half-maximal effect; nearly all actives have a fitted effect of over 80% in size; some results filed as inactive show a strong effect at the top dose
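Quantitative HTS in MCF7 cells stably reporting BRCA1 expression via firefly luciferase. Compound treatment lasts 48 h at 37 °C in phenol-red free MEM. Activation is expressed relative to genistein at 10 microM and DMSO.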
A-T KAP1 phos: potential ataxia-telangiectasia treatments restoring KAP-1 phosphorylation. 320,000 compounds, 0.19% hits. […] A-T fibroblasts, KAP-1 phosphorylation AlphaLISA; neocarzinostatin DNA damage 30 min before lysis. Potency, µM (titrated, usually from 57.5 µM), without a hit: at the top dose activation, actives largely listed as activators. AID 485349; also: potency is read from the fitted curve at half-maximal effect; % of control where 0% means no effect; nearly all actives have a fitted effect of over 45% in size
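hTERT-immortalized A-T patient fibroblasts ([…]), 500 cells/well in OPTI-MEM, 1% FBS, got compounds for 60 min, then NCS for 30 min at 37C. Lysates were then assayed for phospho-KAP-1 by AlphaLISA (anti-pKAP1 donor, anti-KAP1 acceptor beads), 6 hr at 25C.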
p53 reactivation: mutant p53 re-activation in reporter cells; Potency, µM (doses to about 92.2 µM), inactives show at the top dose activity change, positive = activation, most hits filed as activators; 320,000 compounds, 0.063% hits; H1299 p53-A138V BP100-luciferase reporter, luminescence, 24 h; also: potency is read from the fitted curve at half-maximal effect; % of control where 0% means no effect; nearly all actives have a fitted effect of over 45% in size
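H1299 (p53-null), stable ts p53-A138V + BP100-Luc; 1000 cells/well, Opti-MEM/10% FBS; cpd 4 pt, 1:5; 24 h, 37 deg C, 5% CO2; detection reagent 10 min RT; luminescence.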
CXXC DNA block: inhibitors of human MLL CXXC domain-DNA interaction; Q03164; MLL-CXXC / FITC-HOXA9 DNA fluorescence polarization; Potency, µM (top dose mostly 115 µM), for the others: at the top dose activity change, negative = inhibition, hits mostly inhibitors; 290,000 compounds, 0.037% hits; AID 2662; active = well fitted inhibition curve with a large enough effect in the polarisation, with a control signal flat, not every such curve was filed as active; inconclusive = small, poorly fitted or top-dose-only effect, or effect the other way, or a change in a side signal; inactive = no such curve, though single readings can be large or run the other way; the % refers to the polarisation; also: potency is read from the fitted curve at half-maximal effect
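Purified MLL-CXXC (added from a 7 uM solution) was preincubated 5 min at ambient with pinned compounds in 50 mM Tris-HCl pH 7.5, 50 mM NaCl, 1 mM DTT, 0.05% BSA. Fluorescein-labeled HOX-A9 DNA (50 nM solution) followed, 30 min, then polarization read.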
TSG101-PTAP inh: blocks PTAP/TSG101 interaction to inhibit HIV-1 budding; Fluorescence polarization, FITC-PTAP peptide / Tsg101 binding; Potency, µM (top dose mostly 115 µM), for the others: at the top dose activity change, negative = inhibition, most hits filed as inhibitors; AID 493005; 340,000 tested, under 10 active; active = well fitted inhibition curve with a large enough effect in the main read-out, with a control signal flat, not every such curve was filed as active; inconclusive = small, poorly fitted or top-dose-only effect, or effect the other way, or a change in a side signal; inactive = no such curve, though single readings can be large or run the other way; also: potency is read from the fitted curve at half-maximal effect; % of control where 0% means no effect
Target sequence (Q99816 whole entry, looked up): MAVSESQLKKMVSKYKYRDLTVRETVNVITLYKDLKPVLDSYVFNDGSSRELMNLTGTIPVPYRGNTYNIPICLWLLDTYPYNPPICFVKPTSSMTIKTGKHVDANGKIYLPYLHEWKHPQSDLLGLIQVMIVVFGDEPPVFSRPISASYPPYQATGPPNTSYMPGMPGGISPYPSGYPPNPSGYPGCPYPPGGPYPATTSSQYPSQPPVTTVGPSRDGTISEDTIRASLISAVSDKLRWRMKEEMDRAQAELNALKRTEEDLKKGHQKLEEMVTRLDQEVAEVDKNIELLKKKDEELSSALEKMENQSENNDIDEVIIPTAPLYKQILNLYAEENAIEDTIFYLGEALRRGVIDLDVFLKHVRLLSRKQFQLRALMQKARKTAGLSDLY
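Compounds were pin-transferred onto Tsg101 binding domain (10 uM final) in HEPES pH 7.5 buffer, then FITC-PTAP peptide was added at 50 nM final. After 20 min at RT, polarization reported peptide displacement across a qHTS concentration series.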
* hit, by the source's call; ? = inconclusive; . = not tested or not shown; [ ] = another dose, or the depositor's remark. Unless noted, calls follow the shape of the dose curve; as a rule, active = well fitted curve in the direction sought with a large enough effect; inconclusive = small, poorly fitted or top-dose-only effect, or another doubt; inactive = no such curve, though single readings can be large; an effect the other way counts as inactive or inconclusive.

SMILES	B2AR arrestin	TRPV1 agonist	TCR act	a7 integrin act	ELG1 DNA repair	BRCA1 expr act	A-T KAP1 phos	p53 reactivation	CXXC DNA block	TSG101-PTAP inh
COc1ccc(S(=O)(=O)N2CCN(CC(=O)c3[nH]c(C)c(C(C)=O)c3C)CC2)cc1OC	0.2%	2	-3%	-9%	15%	-25%	-5%	-1%	.	-2%
O=C(CSc1nnc2c(n1)[nH]c1ccccc12)NC1CCCCC1	-0.4%	-2	-2%	-13%	?	-23%	7%	3%	20%	6%
COC1=C/C(=C/c2c(N)n3c(nc2=O)sc2cc(S(C)(=O)=O)ccc23)C=CC1=O	0.0%	2	-5%	-11%	?	12%	-3%	?	?	40%[activator]
CC(=O)Nc1ccc(NC(=O)COC(=O)Cn2cnc3ccccc32)cc1	-0.3%	.	0%[46.1 µM]	28%	2%	2%	5%	-5%	.	-5%
COc1ccc(C(CC(=O)O)NC(=O)c2ccco2)cc1 (centres undefined)	-0.2%	-3	0%	5%	6%	8%	2%	-7%	-2%	-7%
NC(=O)C1CCN(c2ncnc3c2c(-c2ccccc2)cn3-c2ccccc2)CC1	-0.1%	4	-1%	-12%	16µM*	-53%	10%	-9%	7%	-4%
CC(C)(CNC(=O)c1ccccc1F)CNC(=O)c1ccccc1F	.	.	-1%	-28%	.	-10%	.	.	.	-1%
Cc1cc(Cl)ccc1NNC(=O)CCc1ccccc1	0.3%	25	-3%	-16%	-11%	-12%	-1%	0%	-10%	-1%
Cc1ccc2nc(N(CCN3CCOCC3)C(=O)CCS(=O)(=O)c3ccccc3)sc2c1	0.0%	0	-3%	-38%	?	-10%	6%	?	.	1%
CC1(C)CC(=O)C=C(Nc2cccc(F)c2)C1	0.2%	0	4%	-20%	-6%	-18%	0%	-3%	-2%	-5%
CCn1c(=O)c(CCC(=O)N2CCN(c3ccccn3)CC2)c(C)c2c(C)nn(-c3cccc(C)c3)c21	0.2%	12	-5%	16%	6.5µM*	17%	?	-3%	9%	2%
O=C(CCCCCN1C(=O)c2ccccc2C1=O)Nc1ccc(C(=O)O)cc1	-0.7%	-1	0%	4%	0%	7%	-3%	4%	3%	-5%
CCCCCCSc1nc(O)c(C2OC(=O)c3c2ccc(OC)c3OC)c(=O)n1-c1ccccc1 (centres undefined)	0.0%	-3	-2%	9%	1%	11%	.	-4%	2%	-2%
COc1cc(C(=O)NCCSc2ccccc2)cc(OC)c1OC	-0.3%	4	-1%	1%	-4%	7%	-7%	?	-4%	-1%
CSc1ccc(C#N)cc1NC(=O)c1cccc(Cl)c1	-0.5%	0	1%	-12%	-13%	-46%	9%	-2%	-5%	-3%
Cc1ccc(NC(=O)CSCC(=O)Nc2ccccc2N2CCCCC2)cc1	-0.6%	0	-29%	-9%	-7%	-42%	8%	1%	.	-2%
O=C(CSc1ccccn1)Nc1ccc(Cl)c([N+](=O)[O-])c1	-0.5%	8	-4%	1%	17%	-3%	-2%	25%	0%	-1%
COc1cc(/C(C)=N/NC(=S)NC(C)C)cc(OC)c1OC	?	0	1%[46.1 µM]	-4%	?	-44%	2%	-4%	-5%	-3%
O=C1[C@@H]2CSCN2C(=O)CN1Cc1ccc(F)cc1	-0.9%	-3	-1%	-3%	12%	-4%	27%	1%	17%	-2%
O=C(COC(=O)CNC(=O)c1ccc(Cl)cc1Cl)NC(=O)NCc1ccccc1	-1.8%	-1	-6%	1%	22%	-24%	-7%	2%	.	0%
CCc1cc(C(=O)N=Nc2c(O)[nH]c3ccc([N+](=O)[O-])cc23)c2ccccc2n1	4.4%	-5	-7%[46.1 µM]	13%	-20%	-32%	-9%	-11%	-10%	-2%
CSc1ccc(S(=O)(=O)NCCCOC(C)C)cc1	-1.3%	1	-3%	-2%	-8%	-17%	2%	-1%	-1%	-4%
CC(C)Cc1nc(N2CCN(C(=O)C(C)C)CC2)c(C#N)c2c1CCC2	-1.5%	-1	-6%	12%	-10%	-25%	4%	8%	-7%	-7%
CCCCN(CCCC)c1nc(-c2ccncc2)nc2ccccc12	-0.2%	23	-3%	5%	?	-70%	-46%	-1%	-5%	-6%
Cc1cc(C(=O)OCC(=O)NC(C)c2ccccc2)c(C)o1 (centres undefined)	-0.1%	17	-3%	10%	-8%	0%	4%	3%	3%	-3%
O=C(Nc1cccc(Cl)c1Cl)c1cc(S(=O)(=O)NCCc2ccccc2)ccc1F	-0.2%	4	1%	-18%	-13%	-14%	2%	4%	-4%	-2%
COc1ccc(CNC(=O)c2cccnc2Sc2ccc(Cl)cc2)cc1	0.3%	5	6%	20%	6%	10%	12%	-2%	4%	0%
O=C(Nc1cccc(-c2nc3ccccc3s2)c1)C1=COCCO1	-0.8%	29	-4%[46.1 µM]	13%	2%	51%	11%	17%	-10%	-6%
CCN(CC)S(=O)(=O)c1cc(NC(=O)CSc2nnc(N)s2)ccc1C	0.1%	-1	3%	12%	-6%	-13%	4%	8%	.	2%
CCc1cccc(CC)c1NC(=S)Nc1ccc2cn[nH]c2c1	0.0%	3	8%	9%	?	13%	7%	0%	4%	-4%
Cc1ccc(CNc2ncc(-c3ccc4c(c3)OCO4)n2C)cc1	0.2%	1	-1%	-46%[inhibitor]	-1%	-4%	8%	4%	-4%	-3%
Cc1cccc(-c2nsc(SCC(=O)NCc3ccco3)n2)c1	-0.8%	10	-2%	0%	?	16%	-1%	?	3%	0%
Cc1cccc(NC(=O)c2cc(S(=O)(=O)N(C)c3ccc(F)cc3)ccc2Cl)n1	-0.2%	2	-1%	-1%	?	-24%	3%	1%	.	-1%
C=CCn1c(N)cc(=O)nc1SCC(=O)Nc1ccc2ccccc2c1	0.0%	-3	-1%[46.1 µM]	6%	12%	-15%	-1%	-4%	0%	4%
CC(C)CNC(=O)NC1(C(F)(F)F)Oc2ccccc2O1	0.1%	17	.	-35%	4%	-13%	1%	22%	19%	-3%
Cc1c(Cl)c([N+](=O)[O-])nn1CC(=O)Nc1c(C)n(C)n(-c2ccccc2)c1=O	-0.3%	-5	-4%	-8%	-3%	21%	3%	9%	-2%	-2%
CC(C)NC(=O)N(C)C[C@H]1Oc2c(NS(=O)(=O)c3ccc(F)cc3)cccc2C(=O)N([C@H](C)CO)C[C@@H]1C	-0.7%	.	-7%	-19%	13%	-12%	4%	-3%	.	1%
COc1ccc(C(=O)Nc2cnc(NC(=O)c3cccs3)cc2C)cc1	-0.1%	-2	-5%	14%	?	7.1µM*	24%	13%	8%	-7%
Cc1ccc(NC(=O)C2(NC(=O)c3ccccn3)CCCCC2)cc1Br	2.4%	10	2%[46.1 µM]	-27%	1%	-50%	9%	1%	9%	-2%
Cc1nnc2n1NC(c1ccc(Cl)cc1)C(C(=O)N1CCC(C)CC1)S2 (centres undefined)	-0.4%	0	1%	5%	?	3%	7%	1%	-1%	-3%
Cc1ccccc1CN1C(=O)Nc2ccccc2C(=O)N1C(C)(C)C	-0.5%	5	-1%	21%	-1%	0%	-4%	3%	2%	-2%
Cc1ccc(C)c(/C(O)=C2/C(=O)C(=O)N(CCN3CCOCC3)C2c2ccco2)c1 (centres undefined)	1.1%	6	-2%	-33%	0%	-1%	4%	0%	11%	-7%
COc1ccccc1NC(=O)CN(C)S(=O)(=O)c1ccc2c(c1)CCC(=O)N2	-0.8%	8	-1%	0%	-2%	-5%	7%	-3%	-5%	0%
O=S(=O)(c1ccc(NCCOCCO)nc1)N1CCCCC1	0.3%	-1	9%	10%	8%	10%	-13%	3%	.	-4%
O=C(Nc1ccc(F)cc1)NC1CCN(Cc2nnnn2Cc2ccco2)CC1	-0.6%	-1	0%[46.1 µM]	17%	-1%	3%	-1%	0%	8%	-2%
COc1ccc(Cc2nc3ccc(C(=O)NCC(C)(C)OC)cc3o2)cc1	0.4%	3	0%	16%	?	10µM*	9%	4%	-15%	-3%
O=C(c1ccc(S(=O)(=O)Nc2ccccc2F)cc1)N1CCC1	-0.2%	1	2%	6%	13%	-1%	1%	-1%	.	0%
COc1ccccc1C(=O)N1CCN(CCc2ccccc2)CC1	0.1%	-3	3%	15%	-4%	8%	-3%	0%	2%	-5%
O=C(COC(=O)CCc1nc2ccccc2s1)Nc1nc(-c2ccccc2)cs1	-1.5%	-2	-2%[46.1 µM]	3%	?	?	4%	23%	-2%	0%
CN1CCN(NC(=O)c2cn(-c3ccccc3)nc2-c2cccc(Br)c2)CC1	-0.1%	2	-3%	-64%[inhibitor]	-20%	-90%[inhibitor]	0%	-5%	8%	-6%

One compound at a time (already shown). Order of screens: B2AR arrestin	TRPV1 agonist	TCR act	a7 integrin act	ELG1 DNA repair	BRCA1 expr act	A-T KAP1 phos	p53 reactivation	CXXC DNA block	TSG101-PTAP inh
Cc1ccccc1CN1C(=O)Nc2ccccc2C(=O)N1C(C)(C)C across the screens: -0.5%	5	-1%	21%	-1%	0%	-4%	3%	2%	-2%
O=S(=O)(c1ccc(NCCOCCO)nc1)N1CCCCC1 across the screens: 0.3%	-1	9%	10%	8%	10%	-13%	3%	.	-4%
